MC4R ag barr: activates human MC4R beta-arrestin recruitment; P32245; U2OS MC4R beta-arrestin complementation, luminescence; percent of melanotan II response, DMSO zero; activation, % at 8.9 µM; 360,000 compounds, 0.98% hits; AID 540308;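 active = activation above a per-plate cutoff, the mean activation of sample wells on that plate plus 3 SD, cut at about 8% in these data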
ABHD5 PLIN5 PPI: ABHD5-PLIN5 protein interaction inhibition; Q00G26+Q8WTS1; 360,000 compounds, 0.78% hits; Split G. princeps luciferase complementation, luminescence, 4 h; inhibition, % at 4 µM;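 active = inhibition above the mean inhibition across every tested compound plus 3 SD, cut at about 22% in these data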;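 note: 0% = DMSO only wells and the 100% control is not disclosed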
NCOA3 inh: human NCOA3 inhibition; Q9Y6Q9; HEK293 GAL4-SRC3 luciferase reporter, luminescence; inhibition, % at 3.6 µM; 360,000 compounds, 0.17% hits; AID 588352;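 active = inhibition above a per-campaign cutoff, the mean of all compounds plus 3 SD, cut at about 60% in these data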;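 note: 0% = DMSO-treated cells and 100% = gossypol-treated cells at 36 µM; higher means less SRC3-driven luciferase light from the GAL4 reporter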
NCOA1 inh: inhibitors of human steroid receptor coactivator 1 (SRC1) | HEK293 GAL4-SRC1 luciferase reporter, luminescence | inhibition, % at 3.6 µM | 360,000 compounds, 0.12% hits | Q15788;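 active = inhibition above the campaign mean plus 3 SD, with each screening campaign given its own cutoff, cut at about 60% in these data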;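 note: 0% = DMSO treated cells and 100% = gossypol at 36 µM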
LRH-1 inv ag: NR5A2 inverse agonism in reporter assay; O00482; HEK293T StAR-luciferase reporter, LRH-1 transfected, 24 h; inhibition, % at 3.6 µM; 360,000 compounds, 0.13% hits; AID 602396;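 active = inhibition above the mean inhibition of all tested compounds plus 3 SD, cut at about 73% in these data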;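 note: 0% = DMSO wells and 100% = reporter-only cells lacking LRH-1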
Target sequence (O00482 whole entry, looked up): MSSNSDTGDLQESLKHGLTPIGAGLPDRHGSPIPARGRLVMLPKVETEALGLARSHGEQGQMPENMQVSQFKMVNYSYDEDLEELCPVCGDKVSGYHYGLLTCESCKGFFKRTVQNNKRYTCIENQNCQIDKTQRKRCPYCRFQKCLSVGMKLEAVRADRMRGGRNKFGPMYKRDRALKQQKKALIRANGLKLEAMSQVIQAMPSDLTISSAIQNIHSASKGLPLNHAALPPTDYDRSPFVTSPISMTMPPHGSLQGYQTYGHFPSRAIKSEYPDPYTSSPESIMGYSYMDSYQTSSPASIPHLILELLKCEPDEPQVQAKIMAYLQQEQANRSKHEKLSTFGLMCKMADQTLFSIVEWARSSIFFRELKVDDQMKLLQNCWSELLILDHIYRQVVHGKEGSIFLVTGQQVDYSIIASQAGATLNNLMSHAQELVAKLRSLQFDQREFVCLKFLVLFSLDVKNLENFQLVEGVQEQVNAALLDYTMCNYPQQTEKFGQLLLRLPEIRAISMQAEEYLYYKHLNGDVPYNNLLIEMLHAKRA
NR2F2 inh: NR2F2 (human) inhibition, primary screen. P24468. HEK293T NGFI-A luciferase reporter, luminescence. inhibition, % at 8.6 µM. 370,000 compounds, 0.7% hits. AID 686940;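 active = inhibition above a per-plate cutoff, mean inhibition of test wells between control levels plus 3 SD, cut at about 38% in these data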;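 note: cells cotransfected with COUP-TFII expression vector driving the NGFI-A reporter; 0% = median of COUP-TF2 test wells and 100% = reporter-only cells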
Target sequence (P24468 whole entry, looked up): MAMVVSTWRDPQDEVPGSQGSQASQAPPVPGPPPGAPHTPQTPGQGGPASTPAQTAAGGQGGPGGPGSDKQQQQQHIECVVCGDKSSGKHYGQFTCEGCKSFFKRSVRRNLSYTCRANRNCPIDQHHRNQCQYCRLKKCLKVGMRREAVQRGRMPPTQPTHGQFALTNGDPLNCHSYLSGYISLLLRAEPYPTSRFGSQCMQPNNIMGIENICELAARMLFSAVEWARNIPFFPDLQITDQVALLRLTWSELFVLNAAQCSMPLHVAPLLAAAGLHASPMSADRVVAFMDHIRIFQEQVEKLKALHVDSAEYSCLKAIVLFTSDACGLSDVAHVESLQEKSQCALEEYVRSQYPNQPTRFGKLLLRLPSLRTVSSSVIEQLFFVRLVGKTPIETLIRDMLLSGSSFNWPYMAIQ
NCOA2 inhibitor: human SRC2 (NCOA2) inhibition. Q15596. HEK293 GAL4-SRC2 luciferase reporter, luminescence. inhibition, % at 9 µM. 370,000 compounds, 0.17% hits. AID 651957;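 active = inhibition above the mean inhibition of all tested compounds plus 3 SD, set per campaign, cut at about 52% in these data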;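 note: 0% = DMSO treated cells and 100% = cells given Gossypol at 36 µM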
TLR9-MyD88 block: inhibitors of human TLR9-MyD88 binding | inhibition, % at 4.98 µM | CHO BLA complementation TLR9-MyD88, CCF4 FRET ratio | Q9NR96+Q99836 | 340,000 compounds, 0.21% hits;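 active = inhibition above the mean over all tested compounds plus 3 SD, cut at about 21% in these data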;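 note: 0% = DMSO only wells and 100% = clavulanate BLA inhibitor control wells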
NOD2 RIPK2 PPI: inhibitors of human NOD2-RIPK2 interaction | CHO BLA complementation NOD2-RIPK2, CCF4 ratio | 360,000 compounds, 0.38% hits | inhibition, % at 4.98 µM; in the data active = inhibition above about 21%;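 note: 0% = vehicle only and 100% = reference blocker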
LMP1 NFkB inh: Epstein-Barr LMP1 NF-kappaB reporter inhibition. 350,000 compounds, 0.69% hits. LMP1-induced NF-kappaB luciferase reporter cells, luminescence. inhibition, % at 12.5 µM; in the data active = inhibition above about 41%;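 note: 0% = neutral control wells and 100% = reference inhibitor control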
MC4R antagonist: blocks human MC4R cAMP signaling; AID 540295; P32245; 360,000 compounds, 0.48% hits; MC4R-expressing cells, MTII-stimulated cAMP, LANCE TR-FRET; inhibition, % at 6.5 µM;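 active = inhibition above its plate's cutoff, the mean of tested wells on that plate plus 3 SD, cut at about 29% in these data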;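 note: 0% = Melanotan II alone and 100% = Melanotan II plus saturating MCL0020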
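Material: U2OS-MC4R stable cell line | Reagent: Melanotan II challenge after compound preincubation | Doses: One concentration, 6.5 µM nominal | Incubation: 30-min compound preincubation, 1-h Melanotan II challenge, 1-h detection, room temperature | Signal: TR-FRET cAMP assay | Replicates: One well per compound, no replicates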
* marks the source's active call; other numbers are inactive results; / = no result given; & = joins results of further samples. Not all compounds are listed (hit frequency here may not be typical).

1) CCOC(=O)Cn1c(=NC(=O)CSC(C)=O)sc2cc(F)ccc21
2) CCN(CC(=O)NC1CCS(=O)(=O)C1)c1ccc(S(=O)(=O)N(CC)CC)cc1[N+](=O)[O-] (stereo unspecified)
3) Cc1ccc2nc(N(CCCN(C)C)C(=O)c3ccc(S(=O)(=O)N4CCCCCC4)cc3)sc2c1
4) Cc1cc(C)c(NC(=O)COc2nncc3ccccc23)c(C)c1
5) CC(=O)Nc1cccc(OCCCOc2ccc([N+](=O)[O-])cc2)c1
6) O=C(Nc1cccc(C(=O)N2CCOCC2)c1)c1ncn[nH]1

entry no.,1,2,3,4,5,6
MC4R ag barr,-0.2,0.3,2.9,2.3,-0.3,0.3
ABHD5 PLIN5 PPI,-7,7,20,3,-6,-4
NCOA3 inh,-71,6,6,-2,-8,-5
NCOA1 inh,-14,-8,-19,-1,-4,6
LRH-1 inv ag,4,-2,-13,-2,11,8
NR2F2 inh,3,18,-5,-1,-3,-16
NCOA2 inhibitor,-5,4,-6,4,0,4
TLR9-MyD88 block,-6,2,-5,1,-17,11
NOD2 RIPK2 PPI,-10,2,10,-3,4,5
LMP1 NFkB inh,11,-3,12,-7,0,1
MC4R antagonist,11,10,1,1,5,0

7) CCCCCCN1C[C@@H](O)[C@H](n2cc(C3CC3)nn2)C[C@@H]1c1ccc(C)cc1
8) Cc1cccc(C(=O)NC(NCCc2ccccc2)C(Cl)(Cl)Cl)c1 (stereo unspecified)
9) O=C1OCC/C1=C\c1ccc(O)cc1
10) O=C(O)c1cc(S(=O)(=O)N2CCCc3ccccc32)ccc1Cl
11) Cc1cc(NC(=O)CCC(=O)N(CC(=O)NCC2CCCO2)c2ccccc2C)no1 (stereo unspecified)
12) COC(=O)[C@]12CCCCC=C1N(Cc1ccc3c(c1)OCO3)C(=O)[C@H](CC(=O)NCCc1ccccc1OC)C2

entry no.,7,8,9,10,11,12
MC4R ag barr,0.7,1.8,-2.2,-1.2,-2.2,/
ABHD5 PLIN5 PPI,-8,4,2,-13,-1,-8
NCOA3 inh,2,13,-4,0,-18,/
NCOA1 inh,-16,9,-5,5,5,/
LRH-1 inv ag,22,10,22,14,2,-22
NR2F2 inh,1,14,-3,6,-5,-6
NCOA2 inhibitor,1,3,-1,5,-1,3
TLR9-MyD88 block,2,-5,7,-10,-3,/
NOD2 RIPK2 PPI,-2,2,0,-10,-2,0
LMP1 NFkB inh,-2,7,0,3,-4,/
MC4R antagonist,3,2,-2,6,1,/

13) COC(=O)C1=C(C)N(C)C(C)=C(C(=O)OC)C1c1cccc(Br)c1
14) O=C(CC1C(=O)NCCN1C(=O)Nc1ccc(F)cc1)Nc1ccc(F)cc1 (stereo unspecified)
15) CC1CCN(S(=O)(=O)c2ccc3[nH]c(=O)[nH]c3c2)CC1
16) Cc1nc(Sc2ccc(Br)cc2)c(C#N)c(C)c1[N+](=O)[O-]
17) Cc1c(-c2ccc(Br)cc2)[n+](=O)c2c(n1[O-])CCCC2
18) O=c1cc(O)c2c(=O)n(-c3ccccc3)c3c(c2o1)CCCCC3

entry no.,13,14,15,16,17,18
MC4R ag barr,1.0,-0.4,-1.0,-0.8,-2.1,-3.1
ABHD5 PLIN5 PPI,-1,2,-83,5,-6,-1
NCOA3 inh,4,14,5,17,17,-25
NCOA1 inh,0,3,11,1,-2,6
LRH-1 inv ag,-4,-7,-7,-4,-5,19
NR2F2 inh,1,-7,6,-3,0,10
NCOA2 inhibitor,10,17,-17,-10,-10,-13
TLR9-MyD88 block,-8,-1,1,10,-3,-8
NOD2 RIPK2 PPI,5,4,-5,-3,-3,0
LMP1 NFkB inh,4,-20,-3,0,3,-4
MC4R antagonist,-6,16,10,7,-4,3

19) CCC(C)Sc1ccc(-c2nc3cc(C)ccn3c2NC2CCCCC2)cc1 (stereo unspecified)
20) COc1ccc(OC)c(C2C(C#N)=C(N)Oc3cc(N)ccc32)c1 (stereo unspecified)
21) Cc1nn(C)cc1S(=O)(=O)Nc1ccc(F)c(F)c1
22) COc1ccccc1-c1coc2c(CN3CCCC(C)C3)c(O)ccc2c1=O (stereo unspecified)
23) CC1CCN(S(=O)(=O)c2ccc3c(c2)C(Cl)(Cl)C(=O)N3)CC1
24) CN(Cc1cccs1)C(=O)c1cc(S(=O)(=O)N2CCOCC2)ccc1F

entry no.,19,20,21,22,23,24
MC4R ag barr,-2.6,-1.8,-0.6,-4.9,2.5,-1.1
ABHD5 PLIN5 PPI,-13&-7,-5,0,-1,10,11
NCOA3 inh,-71,-7,4,-12,-5,4
NCOA1 inh,-35,-21,-2,-8,3,-11
LRH-1 inv ag,-52&-75,-10,0,6,25,-9
NR2F2 inh,-35&-12,-4,1,8,2,23
NCOA2 inhibitor,-25&-5,-10,0,-34,9,-22
TLR9-MyD88 block,1,4,7,-1,9,-13
NOD2 RIPK2 PPI,5&4,7,-2,-12,2,1
LMP1 NFkB inh,1,-2,1,4,-4,-5
MC4R antagonist,15,-2,3,5,4,7

25) CNC(=O)c1cc2c(cn1)[nH]c1ccccc12
26) CCOC(=O)[C@@H]1[C@H]2COc3cc(OC)ccc3[C@@H]2N2C(=O)N(c3cccc(C)c3)C(=O)[C@]12C
27) CC1(C(=O)O)CCC2(C)CCC3(C)C(=CC(=O)C4C5(C)CCC(=O)C(C)(C)C5CCC43C)C2C1 (stereo unspecified)
28) O=[N+]([O-])c1cc(-c2nc(-c3ccncc3)no2)cc([N+](=O)[O-])c1
29) COc1ccc(C(=O)NNC(=S)NC(=O)c2ccco2)cc1
30) Cc1cc(SCC(=O)N(C)c2c(N)n(Cc3ccccc3)c(=O)[nH]c2=O)nc2ccccc12

entry no.,25,26,27,28,29,30
MC4R ag barr,-0.3,0.1,0.3,-1.6,-1.9,-0.1
ABHD5 PLIN5 PPI,5,13,-1,1,11,-7
NCOA3 inh,-40,-2,6,-43,6,-19
NCOA1 inh,-47,-14,-9,-14,0,12
LRH-1 inv ag,-44,-18,1,16,5,-7
NR2F2 inh,-86,3,6,-2,12,-8
NCOA2 inhibitor,-39,6,-22,-21,13,-28
TLR9-MyD88 block,-11,2,5,-12,-9,-2
NOD2 RIPK2 PPI,-3,-12,-11,7,-8,-1
LMP1 NFkB inh,-11,7,-4,-20,-30,6
MC4R antagonist,1,10,-3,13,6,9

31) C[C@]12CC[C@H](O)CC1=CCC1C2CC[C@@]2(C)C1CC[C@@H]2NCc1ccccc1 (stereo partly specified)
32) Cc1ccsc1/C=N/NC(=S)NCCc1ccccc1
33) Cc1ccc(/C=N/NC(=O)c2cc3c(s2)CCCC3)o1
34) CN(C(=O)COc1ncnc2c1cnn2-c1ccccc1)C1CCCCC1
35) CN(C)S(=O)(=O)c1cc(NC(=O)c2ccc(-n3ccnc3)c([N+](=O)[O-])c2)ccc1Cl
36) CCN1CCN(CCNC(=O)c2ccc(CS(=O)(=O)c3c(Cl)cccc3Cl)o2)CC1

entry no.,31,32,33,34,35,36
MC4R ag barr,-2.0,-2.5,-0.1,-0.7,-2.9,-1.3
ABHD5 PLIN5 PPI,5,0,0,0,6,3
NCOA3 inh,11,-1,-22,23,13,14
NCOA1 inh,-1,-14,-11,4,1,-22
LRH-1 inv ag,15,-16,-40,4,9,-19
NR2F2 inh,9,-13,-32,-4,35,7
NCOA2 inhibitor,7,11,-2,4,5,1
TLR9-MyD88 block,-10,-1,-17,1,7,-6
NOD2 RIPK2 PPI,-7,-10,-7,2,-1,-8
LMP1 NFkB inh,-30,1,-12,2,23,7
MC4R antagonist,-5,1,-2,5,13,0

37) Cc1ccc2nc(N3CC(C)OC(C)C3)nc(-c3ccccc3)c2c1 (stereo unspecified)
38) CC(C)CNC(=O)COc1ncnc2ccccc12
39) Cc1ccc(CS(=O)(=O)CC(C)(O)c2ccccc2)cc1 (stereo unspecified)
40) S=c1[nH]nc(-c2ccc(Br)cc2)n1Cc1ccco1
41) Cn1ncc(C#N)c1/N=C/N1CCCCCC1
42) O=c1[nH]cnc2c1sc1nc(-c3ccccc3)c3c(c12)CCCC3
43) O=C(CN1C(=O)NC2(CCCCCCC2)C1=O)Nc1ccc(OC(F)F)cc1
44) Cc1cc2nc(/C=C/c3cccnc3)[nH]c2cc1C
45) CCN(c1ccccc1)S(=O)(=O)c1ccc2c(c1)CC(C)N2C(=O)C1CC1 (stereo unspecified)

entry no.,37,38,39,40,41,42,43,44,45
MC4R ag barr,0.6,1.6,-0.2,0.1,-0.8,0.5,-0.5,-2.8,-2.3
ABHD5 PLIN5 PPI,-6,5,6,8,-1,-2,-14,-1,-1
NCOA3 inh,5,19,6,9,22,7,1,-101,8
NCOA1 inh,0,15,-30,-7,5,2,1,-133,-3
LRH-1 inv ag,-10,-5,-10,-7,4,-8,4,-116,2
NR2F2 inh,2,-5,-12,-6,13,-5,-3,-105,9
NCOA2 inhibitor,-16,-14,-14,-22,23,-6,-3,-14,-16
TLR9-MyD88 block,7,6,4,1,1,4,-4,-3,-1
NOD2 RIPK2 PPI,-2,4,-1,-16,-1,-1,-6,11,1
LMP1 NFkB inh,-3,-5,-7,-3,5,-5,3,-19,1
MC4R antagonist,2,7,7,2,-1,-4,15,-25,5

Ordered by formula weight (ascending): some entries from above
41) Cn1ncc(C#N)c1/N=C/N1CCCCCC1
44) Cc1cc2nc(/C=C/c3cccnc3)[nH]c2cc1C
38) CC(C)CNC(=O)COc1ncnc2ccccc12
42) O=c1[nH]cnc2c1sc1nc(-c3ccccc3)c3c(c12)CCCC3

entry no.,41,44,38,42
MC4R ag barr,-0.8,-2.8,1.6,0.5
ABHD5 PLIN5 PPI,-1,-1,5,-2
NCOA3 inh,22,-101,19,7
NCOA1 inh,5,-133,15,2
LRH-1 inv ag,4,-116,-5,-8
NR2F2 inh,13,-105,-5,-5
NCOA2 inhibitor,23,-14,-14,-6
TLR9-MyD88 block,1,-3,6,4
NOD2 RIPK2 PPI,-1,11,4,-1
LMP1 NFkB inh,5,-19,-5,-5
MC4R antagonist,-1,-25,7,-4
